# GAA glycogen = alters human alpha-glucosidase cleavage of glycogen; P10253; recombinant GAA, glycogen substrate, Amplex Red glucose oxidase fluorescence; Potency, µM (top dose mostly 76.4 µM), for inactives: at the highest dose activity change, negative = inhibition, most hits filed as inhibitors; hit rate 0.38% among 300,000; AID 2100; active = well fitted inhibition curve with a large enough effect; inconclusive = small, poorly fitted or top-dose-only effect, or another doubt; inactive = no such curve, though single readings can be large or run the other way;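 note: 0% = full enzyme reaction and -100% = no-enzyme basal signal; the screen sought inhibitors and activators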
#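 Recombinant enzyme (4 nM final) with compounds titrated up to 77 uM and bovine liver glycogen (30 ug) in citrate pH 5.0, 0.01% Tween-20, 37 C 40 min. Released glucose detected by Amplex Red/glucose oxidase (Ex 573/Em 610); AC50 from Hill fits.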
# Active calls of the source: *; ? = inconclusive; [ ] = dose if it differs, or a comment. Potency is the fitted concentration of half-maximal effect. Only part of the results is shown (hit frequency here may not be typical).
cpd | molecule | GAA glycogen
1 | CC(C)(C)OC(=O)N1CCC(C(=O)NNC(=O)c2ccc(Cl)cc2Cl)CC1 | -20.3%[76.3 µM]
2 | O=C(O)COc1ccccc1/C=N/n1c(C2CCCCC2)n[nH]c1=S | -20.8%
3 | CCN(CC(=O)NCc1ccc(Cl)cc1)C(=O)/C=C/c1ccc(Cl)c([N+](=O)[O-])c1 | -1.1%[76.3 µM]
4 | CC1CCN(S(=O)(=O)c2ccc([N+](=O)[O-])cc2)CC1 | -3.7%[76.3 µM]
5 | COCC(CN1CCN(C2=NS(=O)(=O)c3ccccc32)CC1)OC(=O)c1ccccc1 (stereo not drawn) | -1.1%
6 | O=C(NNS(=O)(=O)c1ccccc1)C1CCCCC1 | 2.3%
7 | C=C1CCC(OC(C)=O)C2(C)CCC3C(C)C(=O)OC3C12O (stereo not drawn) | -0.3%
8 | O=C(CCc1nc(-c2ccccc2Cl)no1)NCCc1ccccc1 | -0.4%
9 | CC(C)c1nc2cc(C(=O)N(C)C3CCOCC3)ccc2o1 | -2.3%[76.3 µM]
10 | COc1ccc(-n2c(SC(C)C(=O)Nc3ccc(NC(C)=O)cc3)nc3ccccc3c2=O)cc1OC (stereo not drawn) | 0.3%
11 | C/C(CC(=O)NCc1ccco1)=N\NC(=O)c1ccc([N+](=O)[O-])cc1Cl | -10.3%[76.3 µM]
12 | COc1ccccc1C(=O)NC(=O)COC(=O)/C(=C/c1ccccc1)NC(C)=O | -13.4%[76.3 µM]
13 | O=C(CN1CCN(CC(=O)Nc2ccc(-c3ccccc3)cc2)CC1)Nc1ccc(F)cc1 | 6.2%
14 | Cc1cc(C)cc(NCc2cc(=O)oc3cc(C)c(O)cc23)c1 | -0.1%
15 | C=CCN(c1ccccc1)S(=O)(=O)c1cccc(C(=O)NCC2CCCO2)c1 (stereo not drawn) | -1.8%[76.3 µM]
16 | CC(=O)Nc1ccc(N(C(=O)c2ccco2)C(C(=O)NC2CCCCC2)c2ccccc2)cc1 (stereo not drawn) | -2.6%
17 | CC1=NN(C(C#N)c2ccccc2C)C(c2ccccc2)C1 (stereo not drawn) | -2.1%[76.3 µM]
18 | COc1ccc(CNC(=S)Nc2cccc(F)c2)cc1 | -4.5%[76.3 µM]
19 | Cc1ccc(C(=O)OCC(=O)c2ccccc2)cc1 | 1.2%[76.3 µM]
20 | COc1ccccc1NC(=O)C(C)NC(c1ccccc1)c1ccccc1 (stereo not drawn) | 11.6%[76.3 µM]
21 | COc1ccccc1CNC(=O)C(=O)NCC1OCCCN1S(=O)(=O)c1cccs1 (stereo not drawn) | -11.4%[76.3 µM]
22 | CC(=O)c1c(C)n(-c2cccc(Cl)c2)c2ccc(O)cc12 | 1.5%
23 | CC(C)(C)C(=O)Nc1ccnn1C1CCN(C(=O)c2ccc(Cl)cc2F)CC1 | -10.3%[76.3 µM]
24 | COc1ccc(N(CC(=O)Nc2ccc(Cc3ccncc3)cc2)S(=O)(=O)c2ccccc2)cc1 | -10.1%
25 | Cc1coc2c(C)c3oc(=O)c(CCC(=O)NCc4ccccn4)c(C)c3cc12 | -3.8%[76.3 µM]
26 | CCOC(=O)CCc1c(C)c2ccc(OC3CCCCC3=O)c(C)c2oc1=O (stereo not drawn) | 2.4%
27 | COc1ccc(OC(=O)COc2cc(C)ccc2C)cc1 | ?
28 | Cc1ccccc1C(=O)NCCNC(=O)c1ccco1 | -7.5%
29 | COc1cc(CCC(=O)OCC(=O)Nc2ccccc2F)cc(OC)c1OC | -0.4%
30 | Cc1cc(S(=O)(=O)N2CCOCC2)ccc1OCC(=O)Nc1cccc(C(F)(F)F)c1 | -13.5%
31 | CC(Oc1cc2oc(=O)c3c(c2cc1Cl)CCCC3)C(=O)NCC1CCC(C(=O)O)CC1 (stereo not drawn) | 5.5%[76.3 µM]
32 | COc1ccc(CCNS(=O)(=O)c2c(C)nc3scc(C)n3c2=O)cc1OC | 0.0%
33 | CC(C)c1ccc(N(C)C(=O)Cc2c(C(=O)O)n(C)c3ccccc23)cc1 | 1.8%
34 | COc1cc(/C=C2/SC(=S)N(CCC(=O)Nc3ccccc3)C2=O)cc(OC)c1OC | -10.5%[76.3 µM]
35 | CCOc1nc2ccccc2nc1NS(=O)(=O)c1ccc(Cl)cc1 | -2.1%
36 | Cc1[nH]c(C)c(S(=O)(=O)Nc2cccc(Cl)c2C)c1C(=O)N1CCCCC1 | -0.3%[76.3 µM]
37 | COc1ccc(Cl)cc1NC(=O)c1nnn(CC(=O)Nc2ccc3c(c2)OCO3)c1N | -5.4%[76.3 µM]
38 | O=S(=O)(c1ccccc1)c1nnn2c1nc(NC1CCN(Cc3ccccc3)CC1)c1ccccc12 | -7.9%[76.3 µM]
39 | CC(C)NC(=O)N1CCN(c2ccncc2S(=O)(=O)N2CCCCC2)CC1 | 1.7%[76.3 µM]
40 | COCc1ccc(CN2CCC(n3nccc3NC(=O)CCCc3ccccc3)CC2)o1 | -4.9%[76.3 µM]
41 | CSc1ccc(CNCc2ccc3c(c2)OCO3)cc1 | -15.2%
42 | Cc1ccc(C(=O)COC(=O)CN2C(=O)C3C4CCC(C4)C3C2=O)cc1C (stereo not drawn) | -10.7%[76.3 µM]
43 | Cn1ncc([N+](=O)[O-])c1C(=O)Nc1cccc(Cl)c1 | 2.0%[76.3 µM]
44 | O=C(O)c1ccc(S(=O)(=O)N(Cc2ccccc2)Cc2ccccc2)cc1 | 8.7%
45 | CC(=O)N1CCOc2ccc(S(=O)(=O)NCc3ccccc3Cl)cc21 | -1.8%[76.3 µM]
46 | Cc1ccc(SC[C@H](Cc2ccccc2)N2CC[C@@H](NC(=O)OCc3ccccc3)CCC2=O)cc1 | -3.0%[76.3 µM]
47 | CC1CC(C)CN(C(=O)COC(=O)Cc2ccc(Cl)cc2)C1 (stereo not drawn) | 7.7%
48 | C/C(=C\c1cccc(Cl)c1)C(=O)c1c(C)cc(C)[nH]c1=O | 5.0%
49 | Cc1cc(Br)ccc1OCC(=O)NNC(=O)CCc1ccccc1 | 6.3%
50 | COC(=O)c1ccc(/C=N/NC(=O)C2CC(=O)N(c3ccc(OC)cc3)C2)cc1 (stereo not drawn) | 0.2%[76.3 µM]

# Going on with the list.
cpd | molecule | GAA glycogen
51 | Cc1ccccc1NS(=O)(=O)c1cccc(C(=O)Nc2cccc(C(=O)O)c2)c1 | 5.0%[76.3 µM]
52 | Cc1nc(CCNC(=O)CC2C(=O)NCCN2Cc2ccccc2)nc2c1CCC2 (stereo not drawn) | -5.8%[76.3 µM]
53 | COc1ccc(CN2CCNC(=O)C2CC(=O)N(C)Cc2ccon2)c(F)c1 (stereo not drawn) | 1.2%[76.3 µM]
54 | O=C(CN1C(=O)COc2ccccc21)NCCCN1CCCCC1 | -1.9%[76.3 µM]
55 | O=C(O)CN1C(=O)/C(=C\c2cc(Br)ccc2OCc2ccccc2F)SC1=S | -15.1%
56 | COc1ccc(N(CC(C)C)S(=O)(=O)c2nnc(NC(=O)CC(C)C)s2)cc1 | 8.2%
57 | Cc1cccc(C)c1N(CC(=O)N1CCCC1)S(C)(=O)=O | 2.1%[76.3 µM]
58 | COc1ccc(NC2CCCN(C(=O)CCC(=O)c3ccc(F)cc3)C2)cc1 (stereo not drawn) | -2.3%[76.3 µM]
59 | COC(=O)c1ccccc1NC(=O)CSc1nnc(-c2cccnc2)o1 | -8.3%
60 | CCn1c(SCc2ccc(F)cc2)nc2ccccc2c1=O | 8.5%

# The results go on.
cpd	compound	GAA glycogen
61	Cc1cccc(-c2nc(CS(=O)CC(=O)NC3CCCC(C)C3C)c(C)o2)c1 (stereo not drawn)	-8.3%[76.3 µM]
62	CCOc1ccc(-c2c(C(=O)N/N=C(\C)c3ccccc3OC)nnn2-c2nonc2N)cc1	4.1%[76.3 µM]
63	COc1cc(C2C(C(=O)c3cccs3)=C(O)C(=O)N2CCN2CCOCC2)cc(OC)c1OC (stereo not drawn)	-6.7%[76.3 µM]
64	CS(=O)(=O)c1ccc2nc(NC(=O)c3ccccc3Br)sc2c1	0.8%[76.3 µM]
65	Cc1c(C(c2ccc(Br)cc2)c2c(C)n(C)n(-c3ccccc3)c2=O)c(=O)n(-c2ccccc2)n1C	-5.8%[76.3 µM]
66	COc1cccc(C2C(C#N)=C(N)N(N(C)C)C3=C2C(=O)CC(C)(C)C3)c1 (stereo not drawn)	-6.3%
67	O=C(c1cccc(OC2CCN(Cc3ccc(F)cc3)CC2)c1)N1CCCC1	?
68	CCc1ccc(OCC(O)CN2CCN(CCO)CC2)cc1 (stereo not drawn)	0.5%[76.3 µM]
69	O=C(c1ccc(Br)o1)N1CCN(Cc2ccccc2Cl)CC1	22.1%[76.3 µM]
70	O=C(O)c1cccc(N2C(=O)c3cc([N+](=O)[O-])cc4cc([N+](=O)[O-])cc(c34)C2=O)c1	-4.1%[76.3 µM]
71	O=C1c2ccccc2CN1C(CO)Cc1ccccc1 (stereo not drawn)	-1.2%
72	COc1ccc(-c2c(C)oc3c(CN4CCOCC4)c(O)ccc3c2=O)cc1OC	-8.3%
73	O=C(N/C(=C\c1ccco1)C(=O)N1CCOCC1)c1ccc([N+](=O)[O-])cc1	-0.7%
74	COc1ccccc1CCC(=O)NNC(=O)c1ccc(Br)cc1	0.9%[76.3 µM]
75	OC(c1ccc(Cl)cc1)c1nccc2ccccc12 (stereo not drawn)	5.0%[76.3 µM]
76	COC(=O)Cc1ccc(NC(=S)N2CCN(C(=O)C3CCCO3)CC2)cc1 (stereo not drawn)	-0.3%[76.3 µM]
77	Cc1c(NC(=O)Nc2cccc(C(F)(F)F)c2)c(=O)n(-c2ccccc2)n1C	0.3%[76.3 µM]
78	CCc1cccc(N(C(=O)c2csnn2)C(C(=O)NC2CCCCC2)c2cccnc2)c1 (stereo not drawn)	3.2%
79	Cc1ccc(S(=O)(=O)N2CCCCC2)cc1C(=O)NCc1ccncc1	7.1%
80	O=C(OCCN1CCCCC1)c1cccc(Cl)c1	2.8%[76.3 µM]
81	Fc1cccc(Cl)c1CN1CCN(c2nc3ccccc3s2)CC1	-6.5%
82	CCOC(=O)CN1C(=O)/C(=C2\SC(=S)N(NC(=O)c3cccnc3)C2=O)c2ccccc21	1.3%[76.3 µM]
83	CC(C)(C)c1ccc(-n2ncc3c2CCCC3NC(=O)C2=NNC(=O)CC2)cc1 (stereo not drawn)	-2.7%[76.3 µM]
84	COc1cccc(OC)c1C(=O)NC(=S)N1CCCCC1c1cccnc1 (stereo not drawn)	?
85	COc1cccc(NC(=S)Nc2cccc3ccccc23)c1	5.8%[76.3 µM]
86	O=C(COc1ccc(Cl)cc1)NCCNC(=O)c1ccccn1	-22.1%
87	Cc1ccccc1NC(=O)c1cccc(NC(=O)c2ccco2)c1	4.4%[76.3 µM]
88	O=C(COC(=O)CNC(=O)c1ccc(Cl)cc1Cl)NC1CCCCC1	0.6%[76.3 µM]
89	COc1ccc(C2Nc3ccccc3C(=O)N2NS(=O)(=O)c2ccc(C)cc2)cc1OC (stereo not drawn)	-0.4%
90	O=C(Nc1nccs1)c1cc(-c2ccccn2)nc2c(Cl)cccc12	-6.8%[76.3 µM]
91	CCN(Cc1ccccc1)Cc1ccc(OCc2ccccc2)cc1	-11.3%[76.3 µM]
92	O=C1CCC(C(=O)NCc2ccccc2)N1 (stereo not drawn)	6.4%[76.3 µM]
93	Oc1ccc(/C=N/N2CCCCC2)cc1O	?
94	CCOC(=O)[C@@H]1[C@H]2COc3cc(OC)ccc3[C@H]2N2C(=O)N(c3ccc(C(F)(F)F)cc3)C(=O)[C@@]12C	2.2%[76.3 µM]
95	Clc1ccc(CN2CCN(c3ncccn3)CC2)cc1Cl	-13.4%[76.3 µM]
96	O=C(Cn1ccc2ccccc2c1=O)NCC(=O)N1CCCCC1	-12.7%
97	COc1cc(NS(=O)(=O)c2csc(C(N)=O)c2)cc(OC)c1	8.0%
98	Cc1nnc(NC(=O)c2ccc(S(=O)(=O)N3CC(C)CC(C)C3)cc2)o1 (stereo not drawn)	-3.2%
99	CC(C(=O)Nc1ccccc1)C(=O)Nc1ccccc1	-13.0%[76.3 µM]
100	CCC(C)[C@H]1COCCS(=O)(=O)N1Cc1ccc(C)cc1 (stereo partly drawn)	-1.6%[76.3 µM]
101	O=C(CN1CCN(Cc2ccc(F)cc2)CC1)Nc1nc2ccccc2s1	-0.5%[76.3 µM]
102	COc1ccccc1-c1nc2c(c(SCC(=O)N3CCCCC3)n1)Cc1c(CO)cnc(C)c1O2	-3.3%[76.3 µM]
103	O=C(NCC(=O)N(c1cccnc1)C(C(=O)NC1CCCCC1)c1ccccc1)c1ccco1 (stereo not drawn)	12.3%[76.3 µM]
104	CCN(CC)CCN(C(=O)c1ccc(S(=O)(=O)N2CCOCC2)cc1)c1nc2cc3c(cc2s1)OCCO3	-3.4%[76.3 µM]
